Screening data from PubChem.
HCV inh – qHTS Assay for Inhibitors of Hepatitis C Virus (HCV) | 340,000 tested, 3.4% active | Huh7.5.1 HCVcc-Cre infection, luciferase reporter, 44 h | Potency, µM (highest dose often 41.8 µM), for inactives: top-dose activity change, negative = inhibition, usual class: inhibitors; note: potency is the fitted concentration of half-maximal effect
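Infectious HCV cell culture screen: compound-treated cells (1,000/well, pre-plated 4 h) are infected with HCVcc-Cre at roughly 0.5 moi and grown 44 h. Infection is quantified by luciferase signal after 15 min substrate incubation at room temperature.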
AmpC inh detg – qHTS Inhibitors of AmpC Beta-Lactamase (assay with detergent); 370,000 tested, 0.041% active; AID 485294, 2010; AmpC hydrolysis of nitrocefin, absorbance 480 nm, 0.01% Triton; Potency, µM (highest dose often 114 µM), for the others: at the highest dose activity change, negative = inhibition, actives largely listed as inhibitors;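 note: potency is the fitted concentration of half-maximal effect; 0% = no-compound wells and -100% = no-enzyme wells; nearly all actives have a fitted effect of over 25% in size; some results filed as inactive show a strong effect at the top dose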
Target sequence (P00811 whole entry, looked up): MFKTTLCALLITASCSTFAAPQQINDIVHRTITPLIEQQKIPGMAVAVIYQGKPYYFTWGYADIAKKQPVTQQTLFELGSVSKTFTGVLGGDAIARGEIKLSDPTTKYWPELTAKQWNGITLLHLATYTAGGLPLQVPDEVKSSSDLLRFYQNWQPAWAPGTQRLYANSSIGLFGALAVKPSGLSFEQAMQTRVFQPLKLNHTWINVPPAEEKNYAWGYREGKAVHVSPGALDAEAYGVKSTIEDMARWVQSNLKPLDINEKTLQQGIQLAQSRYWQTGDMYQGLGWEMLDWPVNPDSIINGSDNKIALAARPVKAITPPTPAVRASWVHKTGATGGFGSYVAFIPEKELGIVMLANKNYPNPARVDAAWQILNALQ
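AmpC (5.3 nM in the dispensed reagent) in 20 mM phosphate pH 7.0 with 0.01% (detergent screen) or 0.0001% Triton X-100 was preincubated with compounds for 15 min at room temperature. Nitrocefin was then added from an 800 uM solution, and hydrolysis was followed at 480 nm.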
FBPA Giardia inh – qHTS Assay for Inhibitors of Fructose-1,6-bisphosphate Aldolase from Giardia Lamblia | AID 2451, 2010 | A8B2U2 | 290,000 tested, 0.71% active | Potency, µM (highest dose often 59.6 µM), inactives show top-dose activity, negative = inhibition, most hits filed as inhibitors | purified Giardia FBPA; note: potency is the fitted concentration of half-maximal effect; nearly all actives have a fitted effect of over 55% in size
Target sequence (A8B2U2 whole entry, looked up): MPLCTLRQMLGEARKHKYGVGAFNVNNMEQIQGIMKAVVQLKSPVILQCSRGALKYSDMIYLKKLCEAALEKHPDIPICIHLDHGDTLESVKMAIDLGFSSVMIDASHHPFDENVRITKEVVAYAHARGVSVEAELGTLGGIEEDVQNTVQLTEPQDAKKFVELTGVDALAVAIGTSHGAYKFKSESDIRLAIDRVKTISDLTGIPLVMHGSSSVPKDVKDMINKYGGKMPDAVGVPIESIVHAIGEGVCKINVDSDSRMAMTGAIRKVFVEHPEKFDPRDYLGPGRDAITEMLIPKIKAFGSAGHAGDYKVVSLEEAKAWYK
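Giardia FBPA (40 nM reagent) was preincubated 10 min at RT with compound (up to 57.5 uM final), then substrate plus GAPDH/TPI/NAD/arsenate coupling system with diaphorase/resazurin was added; resorufin fluorescence (525/598 nm) was read after 20 min.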
HCMV antiviral – qHTS Assay for inhibitors of the human cytomegalovirus (HCMV); 410,000 tested, 4.5% active; HFF cells, HCMV-luciferase reporter, 72 h; active compounds read low; activity change, negative = inhibition, % at 57.5 µM; in the data active = activity change below about -60%; inconclusive = no clear call, values can overlap the other calls; inactive = above about -39%
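HFF cells seeded 16 h at 37C, treated with compounds, infected with luciferase-reporter HCMV at MOI 1 PFU/cell; luciferase read at 72 h post infection, normalized to buffer-only and Salinomycin controls.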
AMA1-RON2 inh – qHTS for Inhibitors of AMA1-RON; Towards Development of Antimalarial Drug Lead: Primary Screen; Plasmodium falciparum AMA1 (3D7) - RON2 peptide interaction; AlphaScreen AMA1-biotinylated RON2 peptide binding; Potency, µM (titrated, usually from 58.2 µM), without a hit: at the highest dose activity change, negative = inhibition, usual class: inhibitors; 360,000 tested, 0.2% active; AID 720542, 2013;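 note: potency is the fitted concentration of half-maximal effect; 0% = vehicle wells and -100% = peptide control; nearly all actives have a fitted effect of over 45% in size; some results filed as inactive show a strong effect at the top dose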
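AMA1 (3D7) with his tag at 25 nM final met compounds first, then biotinylated RON2 peptide at 25 nM; detection used donor plus acceptor beads, 10 µg/mL apiece, read by AlphaScreen after 30 min at room temperature.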
Sm TGR block – qHTS Assay for the Inhibitors of Schistosoma Mansoni Peroxiredoxins; purified TGR, DTNB reduction, TNB absorbance 405 nm; AID 485364, 2010; 360,000 tested, 3% active; Potency, µM (doses to about 114 µM), without a hit: at the highest dose activity change, negative = inhibition, hits mostly inhibitors; note: potency is the fitted concentration of half-maximal effect; nearly all actives have a fitted effect of over 60% in size
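TGR 20 nM + NADPH 100 uM (dispensed conc.), cpd preinc 15 min RT; start with NADPH (500 uM addition) then DTNB (15 mM addition). Kinetic TNB absorbance, 405 nm filter. Four-parameter Hill fit across titration.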
The depositor's hits bear a star; u = inconclusive; x = no result given; [ ] = another dose, or the depositor's remark. Unless noted, calls come from the whole dose curve; as a rule, active = well fitted curve in the direction sought with a large enough effect; inconclusive = small, poorly fitted or top-dose-only effect, or another doubt; inactive = no such curve, though single readings can be large; an effect the other way counts as inactive or inconclusive. Unless noted, % is set by controls: 0 for no effect and ±100 for the full control effect.

1: COc1ccc(C(=O)Nc2c(Cl)cc(Cl)cc2C(=O)N2CCC(C)CC2)cc1
2: CC(=O)c1ccc(N(C(=O)Cc2c[nH]c3ccccc23)C(C(=O)NC2CCCCC2)c2cccs2)cc1 (stereo not given)
3: COc1cccc(-n2c(=O)c3c(C)c(C(=O)N(C)C)sc3n(CC(=O)NCC3CCCO3)c2=O)c1 (stereo not given)
4: CCc1nnc2c3ccccc3nc(Nc3ccc(F)cc3C)n12
5: Cc1ncc(CN2CCCC(C(=O)c3ccc(C(C)(C)C)cc3)C2)s1 (stereo not given)
6: CC(C)OC(=O)c1ccc(NC(=O)c2cncc(Br)c2)cc1

Screen / compound no.	1	2	3	4	5	6
HCV inh	u	u	3%	x	11µM*	u
AmpC inh detg	4%	0%	0%	8%	-1%	-10%
FBPA Giardia inh	0%	-6%	1%	x	1%	-5%
HCMV antiviral	1	94	9	-17	u	u
AMA1-RON2 inh	-13%	-18%	20%	x	-14%	6%
Sm TGR block	7%	9%	0%	9%	0%	1%

7: O=C(/C=C/c1ccc(Cl)cc1Cl)n1cccn1
8: Nc1[nH]nc2ncc3cc4ccccc4nc3c12
9: CCOC(=O)c1ccc(-c2csc(NC(=O)CN3CCC(C)CC3)n2)cc1
10: CCOc1ccc(NC(=O)c2c(NCc3ccc(C)o3)sc3c2CCC(C)C3)cc1 (stereo not given)
11: COc1cc(C2(c3ccc(O)c(OC)c3)C(=O)Nc3c(Br)cc(Br)cc32)ccc1O
12: CC(C)CCN1CCN(Cc2cccs2)CC1CCO (stereo not given)

Screen / compound no.	7	8	9	10	11	12
HCV inh	u	2%	-24%	x	18%	4%
AmpC inh detg	-2%	-2%	-1%	-1%	x	-1%
FBPA Giardia inh	-7%	-7%	-8%	x	x	-2%
HCMV antiviral	26	u	-18	-19	33	-31
AMA1-RON2 inh	-8%	4%	-1%	x	-6%	7%
Sm TGR block	-28%	x	1%	25µM*	x	12%

13: Cc1cccc(/C=N/NC(=O)c2cc(-c3cccnc3)nc3ccccc23)c1
14: CC(OC(=O)c1cc2c(ccc3ccccc32)oc1=O)c1nc2ccccc2s1 (stereo not given)
15: CN(C(=O)c1cc(S(=O)(=O)N2CCc3ccccc32)cn1C)C1CCCCC1
16: COc1ccc(S(=O)(=O)CC(=O)Nc2nnc(C(F)(F)F)s2)cc1
17: CCOc1ccc(S(=O)(=O)N(CC(=O)NCCc2ccc(OC)c(OC)c2)c2ccccc2)cc1
18: N#CCCn1nc(-c2ccc(Br)cc2)cc1Nc1ccccc1NC(=O)C(F)(F)F

Screen / compound no.	13	14	15	16	17	18
HCV inh	21%	11%	u	11%	x	-16%
AmpC inh detg	3%	3%	-19%	-12%	3%	-8%
FBPA Giardia inh	7%	2%	-2%	x	x	-2%
HCMV antiviral	u	4	-19	54	5	8
AMA1-RON2 inh	6%	45%[activator][11.6 µM]	0%	12%	x	2%
Sm TGR block	4%	-2%	-21%	u	-7%	-6%

19: COc1ccc(S(=O)(=O)Cc2ccc(C(=O)NC3CCCC3)o2)cc1
20: O=C(Nc1nc2ccc(S(=O)(=O)N3CCOCC3)cc2s1)c1cccs1
21: Cc1ccc(CC(=O)NCC(C)C)cc1
22: Cc1ccc(-n2c(Cn3nc(C(F)F)cc3C(F)F)n[nH]c2=S)cc1
23: O=C(CCN1C(=O)COc2ccccc21)NCCN1CCN(c2ccccc2F)CC1
24: N/C(=N\OC(=O)COc1ccccc1)c1ccccn1

Screen / compound no.	19	20	21	22	23	24
HCV inh	-15%	11%	-26%	18%	-7%	1%
AmpC inh detg	-12%	1%	-7%	-1%	u	-11%
FBPA Giardia inh	0%	10%	1%	-2%	3%	1%
HCMV antiviral	-7	23	-16	23	-19	6
AMA1-RON2 inh	4%	-13%	8%	47%[activator]	8%	3%
Sm TGR block	-25%	9%	34%	-1%	7%	0%

25: Nc1n[nH]c(C2CC2)c1N=Nc1ccc(Cl)cc1
26: CCOC(=O)CNC(=O)CNC(=O)c1nn(-c2ccc(OC)c(Cl)c2)c(=O)c2ccccc12
27: Cc1cccc(C)c1OCC(=O)NCC1CCCO1 (stereo not given)
28: Cc1ccc(CNC(=O)c2ccc(NC(=O)C3=CSCCO3)cc2)cc1
29: CCn1c(SCC(=O)Nc2ccccc2)nnc1-c1cccs1
30: COc1ccnc(CN(C)C(=O)C2CCC(=O)N(Cc3cccc(C(F)(F)F)c3)C2)c1 (stereo not given)

Screen / compound no.	25	26	27	28	29	30
HCV inh	-18%	-9%	11%	9%	-10%	10%
AmpC inh detg	6%	1%	2%	2%	u	-8%
FBPA Giardia inh	-1%	-7%	4%	x	-16%	1%
HCMV antiviral	2	-21	-12	2	u	-20
AMA1-RON2 inh	-18%	14%	19%	-3%	0%	10%
Sm TGR block	-4%	1%	9%	-9%	13%	-24%

Profiles as entered above.
Entry for Cc1cccc(C)c1OCC(=O)NCC1CCCO1 (stereo not given) = HCV inh: 11%; AmpC inh detg: 2%; FBPA Giardia inh: 4%; HCMV antiviral: -12; AMA1-RON2 inh: 19%; Sm TGR block: 9%
Entry for Cc1ccc(CNC(=O)c2ccc(NC(=O)C3=CSCCO3)cc2)cc1 = HCV inh: 9%; AmpC inh detg: 2%; FBPA Giardia inh: x; HCMV antiviral: 2; AMA1-RON2 inh: -3%; Sm TGR block: -9%

Going on with the list.
31: COc1ccc(C2C(C(=O)N3CCN(C)CC3)c3ccccc3C(=O)N2C2CCCCC2)cc1 (stereo not given)
32: CCC(C)(C)NC(=O)CN(C(=O)CNS(=O)(=O)c1ccccc1)c1ccccc1
33: O=C1CSC(c2cccc([N+](=O)[O-])c2)N1CCN1CCCCC1 (stereo not given)
34: O=C(c1ccco1)N1CCN(CCOc2ccccc2)CC1
35: Cc1cccc(N2CCN(C(=O)c3ccoc3C)CC2)c1C
36: COCCCNC(=O)CN(CCc1ccccc1)S(=O)(=O)c1ccc(OC)cc1

Screen / compound no.	31	32	33	34	35	36
HCV inh	-23%	9%	2%	19%	u	-8%
AmpC inh detg	3%	u	0%	0%	-5%	1%
FBPA Giardia inh	6%	-1%	-4%	-1%	11%	-1%
HCMV antiviral	-14	37	u	18	28	-36
AMA1-RON2 inh	8%	7%	-2%	-3%	-2%[2.32 µM]	-1%
Sm TGR block	1%	5%	x	9%	-15%	1%[57.1 µM]

37: Cc1cccc(OCC(=O)Nc2ccccc2OCc2cc(=O)n3cc(C)ccc3n2)c1
38: O=C(NCCCN1CCOCC1)c1ccc(CSc2ccc(Cl)cc2)cc1
39: CCc1nnc(NS(=O)(=O)c2ccc(N/C=C\C(=O)c3ccc(F)cc3)cc2)s1
40: COc1ccc(C2NC(c3ccc(OC)cc3)C([N+](=O)[O-])C(C)(C)C2[N+](=O)[O-])cc1 (stereo not given)
41: CCCC(=O)NC(=S)Nc1sc2c(c1C(N)=O)CCC2
42: O=[N+]([O-])c1ccc(COc2ccccc2/C=N/O)cc1

Screen / compound no.	37	38	39	40	41	42
HCV inh	x	u	27%	-8%	-24%	u
AmpC inh detg	13%	-4%	-1%	2%	-5%	-4%
FBPA Giardia inh	x	0%	11%	-7%	u	2%
HCMV antiviral	34	-70*	105	-11	9	-20
AMA1-RON2 inh	x	-23%	-2%	-10%	14%	-1%
Sm TGR block	3%	6%	x	14%	-13%	-2%

43: CC1=C(C(=O)Nc2ccc(C)cc2)C(c2ccco2)NC(=O)N1 (stereo not given)
44: Cc1nn(-c2ccccc2)c(N)c1Sc1cccc([N+](=O)[O-])c1
45: O=C(NC1CCCCCCC1)c1ccccc1-c1ccccc1
46: Cn1c(=O)c2c(nc(SCc3cc4c(cc3Cl)OCO4)n2C)n(C)c1=O
47: Cc1cccc(NC(=O)COc2ccc(/C=N\n3cnnc3)cc2)c1
48: COC(=O)c1ccc2c(c1)N(Cc1nc(-c3cccc(C)c3)oc1C)C(=O)C1CCCN21 (stereo not given)

Screen / compound no.	43	44	45	46	47	48
HCV inh	20%	u	-9%	x	10%	x
AmpC inh detg	u	-17%	-9%	u	u	0%
FBPA Giardia inh	5%	-14%	3%	0%	2%	0%
HCMV antiviral	-8	-76*	-7	x	44	x
AMA1-RON2 inh	5%	-12%	-3%	x	1%	x
Sm TGR block	-14%	-4%	3%	0%	6%	-30%

49: O=C(Nc1ccncc1)C1CCN(S(=O)(=O)c2cccc(C(F)(F)F)c2)CC1
50: Cc1nnc(NC(=O)C2COc3ccccc3O2)s1 (stereo not given)
51: Cc1ccc(C)c(NC(=O)c2cc(S(=O)(=O)N3CCCCCC3)ccc2F)c1
52: COc1cccc(OC)c1OCCCCN1CCC(Cc2ccccc2)CC1
53: Cc1ccc(NC(=S)Nc2cccc3cnccc23)c(C)c1
54: COc1ccc2c(c1)c(CC(=O)Nc1c(C)cccc1C)c(C)n2C(=O)c1ccc(Cl)cc1

Screen / compound no.	49	50	51	52	53	54
HCV inh	-5%	13%	x	11µM*	u	x
AmpC inh detg	-6%	-23%	1%	-2%	1%	-8%
FBPA Giardia inh	x	7%	x	u	u	x
HCMV antiviral	-29	71	-21	-3	65	-17
AMA1-RON2 inh	-3%	7%	x	-3%	10%	x
Sm TGR block	-1%	-3%	-2%	2%	0%	6%

55: O=C1C(=O)N(C2CCNCC2)CCN1Cc1ccccc1
56: O=C(NCCN1CCOCC1)c1ccc(CSCc2cccc(Cl)c2)o1
57: CN(C)c1ccc(C(=O)N2CCN(c3cc(C(F)(F)F)nc4ccccc34)CC2)cc1
58: O=C(c1ccco1)N1CCN(C(c2ccccc2Cl)c2nnnn2Cc2ccco2)CC1 (stereo not given)
59: O=S(=O)(NCC1(N2CCOCC2)CCCCC1)c1ccc(F)cc1
60: CN(Cc1ccccc1)C(NC(=O)c1ccco1)C(Cl)(Cl)Cl (stereo not given)
61: COCC(C)N=C1SCCN1Cc1ccccc1 (stereo not given)
62: COc1ccc(C(=O)COC(=O)C(Cc2c[nH]c3ccccc23)NC(=O)c2ccc(C(C)(C)C)cc2)cc1 (stereo not given)
63: O=[N+]([O-])c1cccc(NC(=S)N2CCCC2)c1

Screen / compound no.	55	56	57	58	59	60	61	62	63
HCV inh	x	6%	u	-18%	-9%	7%	11%	x	-6%
AmpC inh detg	-1%	-4%	2%	-14%	u	u	-1%	-1%	-6%
FBPA Giardia inh	x	8%	-4%	7%	x	4%	-4%	x	x
HCMV antiviral	6	-2	12	3	-27	5	-9	22	u
AMA1-RON2 inh	x	0%	u	-25%	4%	-8%	-6%	x	-1%
Sm TGR block	u	-15%	-2%	u	-20%	u	-10%	-18%	-25%

By substructure: the entries above with a tert-butyl group (2)
5: Cc1ncc(CN2CCCC(C(=O)c3ccc(C(C)(C)C)cc3)C2)s1 (stereo not given)
62: COc1ccc(C(=O)COC(=O)C(Cc2c[nH]c3ccccc23)NC(=O)c2ccc(C(C)(C)C)cc2)cc1 (stereo not given)

Screen / compound no.	5	62
HCV inh	11µM*	x
AmpC inh detg	-1%	-1%
FBPA Giardia inh	1%	x
HCMV antiviral	u	22
AMA1-RON2 inh	-14%	x
Sm TGR block	0%	-18%
